Screens as filed in PubChem.
GAA glycogen mod – GAA glycogen-cleavage inhibition or activation | P10253 | recombinant GAA, glycogen substrate, Amplex Red glucose oxidase fluorescence | Potency, µM (doses to about 76.4 µM), for inactives: at the highest dose activity change, negative = inhibition, actives largely listed as inhibitors | hit rate 0.38% among 300,000 | AID 2100; active = well fitted inhibition curve with a large enough effect;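 note: 0% = full enzyme reaction and -100% = no-enzyme basal signal; the screen sought inhibitors and activators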
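Natural-substrate format: glycogen cleavage by 4 nM human enzyme, glucose read by Amplex Red coupling (Ex 573, Em 610 nm). Normalized to enzyme and no-enzyme controls.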
* marks the source's active call; other numbers are inactive results; [ ] = dose if it differs, or a comment. Potency is the fitted concentration of half-maximal effect.

SMILES	GAA glycogen mod
O=C(CN1C(=O)S/C(=C\c2cccs2)C1=O)Nc1ccc(O)c(C(=O)O)c1	11.6%[76.3 µM]
Cc1ccc(-n2nc3c(c2NC(=O)c2ccco2)CS(=O)(=O)C3)c(C)c1	-0.4%[76.3 µM]
COc1ccc(S(=O)(=O)Oc2ccccc2C(=S)N2CCOCC2)cc1	-1.4%[76.3 µM]
CC(C)c1ccc(NC(=O)C2C3C=CC4(O3)C2C(=O)N(CCN2CCOCC2)C4C(=O)NC2CCCCC2)cc1 (centres undefined)	-4.2%
COC(=O)Nc1ccc(S(=O)(=O)NC2CCCCC2)cc1	1.7%[76.3 µM]
Cc1nn(C)c(C(=O)N/N=C/c2cccnc2)c1Cl	-2.2%[76.3 µM]
C=CCNC(=O)CN1C(=O)NC(C)(c2ccc(OC)cc2)C1=O (centres undefined)	-1.4%
O=C(CCCCl)Nc1c2c(nn1-c1ccccc1)CSC2	-7.4%[76.3 µM]
COc1ccccc1CCN=C(N)NS(=O)(=O)c1ccccc1F	-8.2%[76.3 µM]
O=C(NCCNC(=O)c1ccccn1)c1ccc(F)cc1	7.6%
Cc1ccc(C)c(NC(=O)CNC(=O)N2CC(=O)Nc3ccccc32)c1	-1.7%[76.3 µM]
COc1ccc(/C=C2/Sc3ccc(C(=O)N4CCOCC4)cc3NC2=O)cc1OC	-1.3%[76.3 µM]
Cc1cc(NC(=O)CCC(=O)N(c2cccc(F)c2)C(C(=O)NC2CCCC2)c2ccccc2)no1 (centres undefined)	12.2%
COc1ccc(S(=O)(=O)N2CCNC(=O)CC2)cc1	3.4%[76.3 µM]
O=[N+]([O-])c1cc(Cl)ccc1NCCc1ccccn1	14.4%[76.3 µM]
CCS(=O)(=O)N1Cc2ccccc2CC1C(=O)NCc1cccc(OC)c1 (centres undefined)	0.6%[76.3 µM]
O=C(c1ccc2c(=O)n(Cc3ccccc3)c(=S)[nH]c2c1)N1CCCC1	-0.4%[76.3 µM]
Cc1occc1C(=O)/C(C#N)=C/c1ccc(O)c(Br)c1	-19.7%
O=C(Nc1ccc(F)cc1F)C1CCN(S(=O)(=O)c2cccnc2)CC1	4.4%[76.3 µM]
COc1cccc(CN2CCN(Cc3cc(OC)c(OC)cc3OC)CC2)c1	4.4%
CCn1c(=O)c(C(=O)NNC(=O)c2ccccc2)c(O)c2ccccc21	0.0%
O=c1c2ccccc2[nH]c(=S)n1CCCN1CCC(Cc2ccccc2)CC1	-0.3%
O=C(O)CN1CCN(Cc2cccc(Cl)c2)C1=O	3.3%
C/C(=N\NC(=O)c1nnn(-c2nonc2N)c1C(C)C)c1ccncc1	1.8%
O=C1CN(C(=O)c2ccccc2F)C(c2ccccc2)c2cc(Cl)ccc2N1 (centres undefined)	4.5%
O=C(NCCCN1CCOCC1)c1cc(-c2ccc(Cl)c(Cl)c2)on1	-1.1%
O=C(Nc1ccccc1C(=O)NCCCN1CCOCC1)c1ccc(F)cc1	-4.9%[76.3 µM]
COc1ccc2[nH]c3c(c2c1)CCNC3(C)CCc1ccc(Cl)nc1 (centres undefined)	1.8%
O=C(NCCCNC(=O)c1ccc(Cl)cc1Cl)c1cnccn1	-3.3%[76.3 µM]
CC(=O)N1CCC(C(=O)Nc2ccc(S(=O)(=O)N3CCCCC3)cc2)CC1	-8.1%[76.3 µM]
Cc1cc(C)n(-c2ccc(NC(=O)C3CCCCN3C(=O)c3occc3C)cc2)n1 (centres undefined)	-4.1%[76.3 µM]
COc1cc(/C=C2\NC(=S)NC2=O)ccc1OCc1cccc(C(=O)O)c1	-12.2%
Cc1ccc(-c2ccc(OC(=O)c3ccc(=O)[nH]c3)c(C)c2)cc1	-4.5%
CNC(=O)c1cc(S(=O)(=O)NC2CCCCCC2)ccc1C	-6.3%[76.3 µM]
O=C1Cc2cc(S(=O)(=O)N3CCN(c4ccc(Br)cc4)CC3)ccc2N1	-28.8%[76.3 µM]
COc1ccc(C)cc1CN1C(=O)c2ccccc2C1=O	-4.1%
COc1ccc(NC(=O)CN(C)CC(=O)Nc2cccc(C(C)=O)c2)cc1	13.5%
Cc1ccnc(Cc2ccccc2)n1	-0.7%
O=C(Cc1ncc(C(F)(F)F)cc1Cl)NCc1cccnc1	5.3%
O=C(CC1C(=O)NCCN1Cc1ccccn1)NCCc1ccccc1F (centres undefined)	-1.1%[76.3 µM]

No new results follow: entries from further up.
SMILES	GAA glycogen mod
C/C(=N\NC(=O)c1nnn(-c2nonc2N)c1C(C)C)c1ccncc1	1.8%
O=C1CN(C(=O)c2ccccc2F)C(c2ccccc2)c2cc(Cl)ccc2N1 (centres undefined)	4.5%
O=C(NCCCN1CCOCC1)c1cc(-c2ccc(Cl)c(Cl)c2)on1	-1.1%
O=C(Nc1ccccc1C(=O)NCCCN1CCOCC1)c1ccc(F)cc1	-4.9%[76.3 µM]
COc1ccc2[nH]c3c(c2c1)CCNC3(C)CCc1ccc(Cl)nc1 (centres undefined)	1.8%
O=C(NCCCNC(=O)c1ccc(Cl)cc1Cl)c1cnccn1	-3.3%[76.3 µM]
CC(=O)N1CCC(C(=O)Nc2ccc(S(=O)(=O)N3CCCCC3)cc2)CC1	-8.1%[76.3 µM]
Cc1cc(C)n(-c2ccc(NC(=O)C3CCCCN3C(=O)c3occc3C)cc2)n1 (centres undefined)	-4.1%[76.3 µM]
COc1cc(/C=C2\NC(=S)NC2=O)ccc1OCc1cccc(C(=O)O)c1	-12.2%
Cc1ccc(-c2ccc(OC(=O)c3ccc(=O)[nH]c3)c(C)c2)cc1	-4.5%
CNC(=O)c1cc(S(=O)(=O)NC2CCCCCC2)ccc1C	-6.3%[76.3 µM]
O=C1Cc2cc(S(=O)(=O)N3CCN(c4ccc(Br)cc4)CC3)ccc2N1	-28.8%[76.3 µM]
COc1ccc(C)cc1CN1C(=O)c2ccccc2C1=O	-4.1%
COc1ccc(NC(=O)CN(C)CC(=O)Nc2cccc(C(C)=O)c2)cc1	13.5%
Cc1ccnc(Cc2ccccc2)n1	-0.7%
O=C(Cc1ncc(C(F)(F)F)cc1Cl)NCc1cccnc1	5.3%
O=C(CC1C(=O)NCCN1Cc1ccccn1)NCCc1ccccc1F (centres undefined)	-1.1%[76.3 µM]

(further entries)
SMILES	GAA glycogen mod
O=C(Nc1ccnn1C1CCN(Cc2ccc(CO)o2)CC1)c1ccc2c(c1)OCO2	-5.8%[76.3 µM]
COc1ccc(C(=O)Nc2ccnn2C2CCN(Cc3cccnc3)CC2)cc1	3.9%[76.3 µM]
C=CCn1c(CNS(=O)(=O)c2ccc(Br)cc2)nnc1SC	-3.2%[76.3 µM]
Cn1ncc(Cl)c1C(=O)Nc1nnc(C2CC2)s1	-0.2%[76.3 µM]
Cc1oc(-c2ccccc2Cl)nc1CS(=O)CC(=O)NC1CC1 (centres undefined)	-2.5%[76.3 µM]
O=C(c1ccco1)N1CCN(Cc2nnnn2C2CCCCC2)CC1	9.1%
CCOc1ccccc1NC(=O)COC(=O)Cc1cccs1	-2.9%[76.3 µM]
CC1CN(C(=O)COc2ccc3ccccc3c2Br)CC(C)O1 (centres undefined)	-1.3%[76.3 µM]
Cc1ccc(S(=O)(=O)NCC(C)n2cncn2)cc1C (centres undefined)	9.0%[76.3 µM]
O=C(Nc1ccc(S(=O)(=O)Nc2ncccn2)cc1)C12CC3CC(CC(C3)C1)C2	-1.6%[76.3 µM]
O=C1CCC(C(=O)N2CCCO2)CN1Cc1cccc(C(F)(F)F)c1 (centres undefined)	-8.7%[76.3 µM]
CCn1c(CC(=O)Nc2ccccc2)nnc1SCC(=O)Nc1nncs1	-12.3%
COc1ccc(OC)c(-c2csc(NC(=O)Cc3ccc(F)cc3)n2)c1	-14.0%
Cc1cc(=O)oc2c(CN3CCCC3)c(O)c(Cl)cc12	7.2%
COc1ccc(C(=O)NNC(=O)C(=O)Nc2cccc3ccccc23)cc1	-1.1%[76.3 µM]
Cc1ccc(/C=N/NC(=O)c2cc(-c3ccc(C)o3)[nH]n2)cc1	-16.8%
COc1cc(NC(=O)C2Cc3ccccc3CN2S(C)(=O)=O)cc(OC)c1 (centres undefined)	7.2%
Cc1ccc(C(=O)NCC(=O)Nc2ccncc2)cc1C	-0.3%[76.3 µM]
CCN(CC(=O)Nc1c(F)cccc1F)C(=O)CSc1nc(C)cc(C)n1	2.1%[76.3 µM]
O=C(COc1ccc(S(=O)(=O)N2CCCC2)cc1)NCc1ccccn1	-0.8%
Cc1noc(C)c1S(=O)(=O)N1CCC(C(N)=O)CC1	-1.1%[76.3 µM]
COc1cc2[nH]c(C(=O)N3CCc4ccccc4C3)cc2c(OC)c1OC	-14.7%[76.3 µM]
CNC(=O)c1c[nH]c2ccc(S(=O)(=O)Nc3cccc(SC)c3)cc2c1=O	-2.0%
COc1ccc(C(CNCC(O)COc2c(C)ccc(C)c2C)N(C)C)cc1 (centres undefined)	-4.1%
O=C(CNC(=O)c1ccccc1)N/N=C/C=C/c1ccccc1	0.1%[76.3 µM]
COc1ccc(N(CC(=O)NCCSC2CCCCC2)S(=O)(=O)c2ccccc2)cc1OC	-15.0%[76.3 µM]
O=C1NCC(COc2ccc([N+](=O)[O-])cc2)O1 (centres undefined)	-0.3%
CC(C)(C)OC(=O)N[C@H](Cc1ccccc1)C(=O)N1CCC[C@@H]1C(=O)O	-6.5%
COc1ccc(CNC(=O)C2CCCN(C(=O)Nc3ccc(OC)cc3)C2)cc1 (centres undefined)	-4.1%
COc1ccc(/C=C(\NC(=O)c2ccc(C)cc2)C(=O)NCCCn2ccnc2)cc1OC	10.6%
O=C(O)c1ccc(/C=C2\COc3ccccc3C2=O)cc1	7.1%
Cc1c(OCC(=O)N[C@@H](CSCc2ccccc2)C(=O)O)ccc2c3c(c(=O)oc12)CCC3	-14.0%[76.3 µM]
COC(=O)c1ccccc1NC(=O)CSc1nnnn1CC(=O)O	-4.5%
Cc1c(C(=O)NC2=NCCS2)cccc1[N+](=O)[O-]	6.3%
COc1ccc(CCNC(=O)c2noc(C(C)C)c2[N+](=O)[O-])cc1OC	3.0%
O=C(O)c1cc(S(=O)(=O)N(Cc2ccccc2)c2ccc(Cl)cc2)ccc1Cl	-5.9%
CC(C)Oc1ccc(CCC(=O)N/N=C/c2ccc3c(c2)OCO3)cc1	3.0%
N#Cc1ccc(/C=C2\CCCCn3c2nc2cc(C(=O)O)ccc2c3=O)cc1	-1.7%
COc1ccc(-n2nc(C(=O)NCC(=O)NCCc3ccc(OC)c(OC)c3)c3ccccc3c2=O)cc1Cl	0.8%
COc1ccc(C2Nc3ccccc3NC3=C2C(=O)CC(C)(C)C3)cc1 (centres undefined)	-5.2%
COc1ccccc1CC(=O)NCCc1c[nH]c2ccccc12	3.6%
COc1ccc(N2CCN(c3ncnc4sc(C(=O)NCC5CCCO5)c(C)c34)CC2)cc1 (centres undefined)	-3.9%
Cc1ccc(NC(=O)CN(Cc2ccco2)Cc2ccccc2O)cc1C	-10.9%
Cc1ccc(NC(=O)CCC(=O)N/N=C/c2ccccc2O)cc1	1.9%
Cc1ccc(S(=O)(=O)N(C(=N)N)c2nc(N(C)C)nc(N(C)C)n2)cc1	3.9%
Cc1c(Br)c(O)c(Br)c(O)c1/C=N/n1c(-c2ccccc2)n[nH]c1=S	-21.3%
O=C(NCc1ccc(F)cc1)c1ccc(NC(=O)C2CCCO2)cc1 (centres undefined)	-4.9%[76.3 µM]
COc1ccc(C2CC(c3ccc(OC)cc3O)=NN2C(=O)c2ccccc2)cc1 (centres undefined)	-1.2%
Cc1ccc(NC(=O)CNC(=O)c2ccco2)cc1	-2.9%
O=C(CN1C2CCCC1CC(NC(=O)c1ccccc1)C2)Nc1ccccc1C(F)(F)F (centres undefined)	0.7%
Going on with the list:
SMILES	GAA glycogen mod
COC(CN(C)C(=O)c1ccc2c(c1)NC(=O)c1ccccc1S2)OC	-5.5%
O=C(c1ccc(=O)[nH]c1)N1CCCc2ccccc21	-6.4%
Cc1cc(C)c2nc(N3CCCC(C(=O)NC4CCCC4)C3)sc2c1 (centres undefined)	-9.5%[76.3 µM]
Cc1cc(C)cc(OCCCn2ccnc2)c1	-4.8%[76.3 µM]
CC(=O)Nc1ccc(NC(=O)CSc2nnc(NC(=O)c3ccco3)s2)cc1	-2.5%[76.3 µM]
O=C(NC(=S)Nc1ccc(Cl)cn1)c1cc([N+](=O)[O-])ccc1N1CCOCC1	1.7%[76.3 µM]
COc1ccc2[nH]c(=O)c(C3c4cc(OC)c(OC)cc4CCN3C(=O)c3ccco3)cc2c1 (centres undefined)	-8.6%
CN(C)S(=O)(=O)c1cccc(COC(=O)CN2C(=O)NC3(CCCC3)C2=O)c1	-4.3%[76.3 µM]
O=C(CCC(=O)N(CC(=O)NC1CCCC1)c1ccc(F)cc1)Nc1nccs1	-0.4%
CC(=O)c1c(C)oc2ccc(OCc3ccccc3)cc12	9.4%
Cc1ccc(CNS(=O)(=O)c2ccc3c(c2)n(C)c(=O)n3C)cc1	-1.8%
COc1ccc(OC)c(C2C(C(=O)c3ccco3)=C(O)C(=O)N2Cc2cccnc2)c1 (centres undefined)	-4.3%[76.3 µM]
Cc1ccc(CNC(=O)CC(C)S(=O)(=O)c2ccc3c(c2)NC(=O)CS3)o1 (centres undefined)	2.1%[76.3 µM]
O=C(COc1ccc(F)cc1)N(Cc1ccco1)C1CCS(=O)(=O)C1 (centres undefined)	-2.7%[76.3 µM]
CC(NC(=O)Cn1cc(C(F)(F)F)cc(Cl)c1=O)c1ccccc1 (centres undefined)	-1.1%
COCCNC(=O)C(c1ccc(C)cc1)N(C(=O)CCC(=O)Nc1ccccn1)c1ccc(F)cc1 (centres undefined)	2.1%
CC(C)c1ccc(NC(=O)[C@@H](C)NC(=O)[C@@H]2Cc3ccccc3CN2)cc1	-3.9%[76.3 µM]
CC(=O)Nc1ccc(N(C(=O)c2ccco2)C(C(=O)NC2CCCC2)c2ccncc2)cc1 (centres undefined)	1.7%[76.3 µM]
CSc1ccc(CN2CCN(S(=O)(=O)Cc3ccccc3)CC2)cc1	1.9%[76.3 µM]
COCc1ccc(C(=O)NC2CCSc3ccccc32)cc1 (centres undefined)	0.7%

This is a subset. The share of hits here may be higher or lower than overall.
